MEKK3 PB1 HTS: modulators of MEKK3-MEK5 PB1 binding, primary screen, biochemical, wildtype MEKK3, multiplex bead flow cytometry, Alexa488-MEK5; Mitogen-activated protein kinase kinase kinase 3 (Homo sapiens), Q99759; bead-based flow cytometry, Alexa488-MEK5 binding to MEKK3; actives lie on both sides; 0 = blocked by unlabeled MEK5, 100 = vehicle; binding response (% of control), % at 10 µM; 1.4% of 290,000 active;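 active means binding response more than 3 SD above or below the average of its plate-row segment, actives on both sides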;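 further: Alexa488 bead fluorescence after subtracting the streptavidin-only scavenger bead signal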
OXTR agonist: human OXTR agonists, primary screen, fluorescence, CHO-OTR cells, Fluo-8 calcium; Oxytocin receptor (Homo sapiens), P30559; Fluo-8 calcium fluorescence; normalized: DMSO 0%, oxytocin 100%; activation, % at 3 µM; 0.32% of 320,000 active; AID 2435, 2010;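 active means activation above the mean of all tested compounds plus 3 SD, cutoff set per screening run, cut at about 20% in these data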;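 further: peak over basal fluorescence ratio from a 100 s FLIPR kinetic read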
Target sequence (P30559 whole entry, looked up): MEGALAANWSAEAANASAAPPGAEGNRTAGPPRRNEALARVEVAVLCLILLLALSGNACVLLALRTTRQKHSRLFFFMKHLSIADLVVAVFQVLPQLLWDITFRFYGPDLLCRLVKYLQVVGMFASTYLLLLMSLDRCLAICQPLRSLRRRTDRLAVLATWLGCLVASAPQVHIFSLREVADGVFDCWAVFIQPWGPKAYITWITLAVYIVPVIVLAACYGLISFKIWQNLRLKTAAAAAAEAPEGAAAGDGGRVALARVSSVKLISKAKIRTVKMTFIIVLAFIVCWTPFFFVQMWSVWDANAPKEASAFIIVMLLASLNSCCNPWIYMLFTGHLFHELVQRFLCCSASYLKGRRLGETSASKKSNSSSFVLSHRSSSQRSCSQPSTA
GPR7 antagonist: GPR7 receptor antagonists, primary screen, cell-based, fluorescence, single concentration. Neuropeptides B/W receptor type 1 (Homo sapiens), P48145. 1.1% of 290,000 active. GPR7-expressing cells, fluorescence antagonist assay. inhibition, % at 4.4 µM; in the data active means inhibition above about 16%, passing the limit was not always enough;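 further: cells stimulated with the agonist NPW; 0% = agonist with vehicle and 100% = vehicle without agonist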
Target sequence (P48145 whole entry, looked up): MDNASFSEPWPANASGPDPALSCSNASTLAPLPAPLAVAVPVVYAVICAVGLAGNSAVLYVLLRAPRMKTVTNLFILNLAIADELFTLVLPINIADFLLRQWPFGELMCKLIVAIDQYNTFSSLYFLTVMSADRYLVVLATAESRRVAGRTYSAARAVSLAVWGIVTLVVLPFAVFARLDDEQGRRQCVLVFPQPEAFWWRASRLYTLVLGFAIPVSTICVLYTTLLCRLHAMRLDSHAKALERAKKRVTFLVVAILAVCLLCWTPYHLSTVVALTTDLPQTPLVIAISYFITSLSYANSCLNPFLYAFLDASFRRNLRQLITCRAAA
PHOSPHO1 inh: PubChem AID 1565; Phosphoethanolamine/phosphocholine phosphatase (Homo sapiens), Q8TCT1; recombinant PHOSPHO1, absorbance phosphatase assay; inhibition, % at 13.3 µM; 1.1% of 290,000 active; in the data active means inhibition above about 60%
Target sequence (Q8TCT1 whole entry, looked up): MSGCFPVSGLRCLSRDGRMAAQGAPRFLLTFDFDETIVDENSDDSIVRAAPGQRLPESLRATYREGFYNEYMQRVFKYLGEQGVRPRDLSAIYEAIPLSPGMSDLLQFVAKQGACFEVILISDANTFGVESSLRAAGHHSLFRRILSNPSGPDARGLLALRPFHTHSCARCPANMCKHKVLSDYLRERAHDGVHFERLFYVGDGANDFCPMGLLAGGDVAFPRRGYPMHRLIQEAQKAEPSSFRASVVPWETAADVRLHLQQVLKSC
MEKK2 mut-MEK5: MEK5 binding signal on mutant MEKK2 PB1, primary screen, biochemical, multiplex bead flow cytometry, Alexa488-MEK5 | 0.35% of 290,000 active | percent response, % at 10 µM | Alexa488-MEK5 binding to MEKK2 mutant; in the data active means percent response above about 24%, passing the limit was not always enough; further: inactives centre near 1; some results filed as inactive read as strong as hits; reference of the scale not given here
NALP1 inh: NALP1 inflammasome inhibitors in reconstituted yeast, colorimetric, S. cerevisiae, triplicate retest; S. cerevisiae NALP1/ASC/caspase-1 growth, X-gal OD620, 72 h; 0.61% of 280,000 active; inhibition, % at 10 µM; in the data active means inhibition mostly above about 24%, no sharp cut-off; inactive means mostly below about 32%; further: some compounds called inactive have numbers as strong as hits
MEKK2 WT-MEK5: modulators of MEK5 binding to wildtype MEKK2, primary screen, biochemical, multiplex bead flow cytometry, Alexa488-MEK5; Mitogen-activated protein kinase kinase kinase 2 (Homo sapiens), Q9Y2U5; binding response (% of control), % at 10 µM; Alexa488-MEK5 binding to MEKK2 WT; actives lie on both sides; 1.1% of 290,000 active; in the data active means binding response below about 67% or above about 130%
DNA FID counter: compounds displacing fluorescent DNA intercalator, primary screen, artefact control for HCV NS3 helicase inhibitor project, biochemical, FID fluorescence | AID 1845, 2009 | DNA fluorescent intercalator displacement | 0.17% of 290,000 active | inhibition, % at 7.9 µM; in the data active means inhibition above about 37%;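 further: 0% = vehicle and 100% = reference compound; higher means more ethidium bromide displaced from hairpin DNA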
M18AAP inhibitor: PfM18AAP inhibitors, malaria aminopeptidase, primary screen, biochemical, QFRET, recombinant enzyme; inhibition, % at 7.35 µM; M18 aspartyl aminopeptidase (Plasmodium falciparum 3D7); H-Glu-NHMec fluorogenic cleavage; 1.2% of 290,000 active;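 active means inhibition above the campaign mean inhibition over all tested compounds plus 3 SD, cut at about 28% in these data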;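 further: 0% = plate median of test compound wells and 100% = 2 mM ZnCl2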
Numbers without * were called inactive; nt = no result given; [ ] = another dose, or the depositor's remark. An unsorted share of the library. About 6.2% of those tested had a hit in this group.

structure,MEKK3 PB1 HTS,OXTR agonist,GPR7 antagonist,PHOSPHO1 inh,MEKK2 mut-MEK5,NALP1 inh,MEKK2 WT-MEK5,DNA FID counter,M18AAP inhibitor
C#CCNc1c2c(nc3ncnn13)CC(C)CC2 (stereo not given),110,-1.2,-12,-8,0,nt,109,-12,-9
COc1ccc(C(=O)C2C(c3ccc(-c4ccccc4[N+](=O)[O-])o3)NC(=O)NC2(O)C(F)(F)F)cc1 (stereo not given),103,2.9,-3,-1,19,16,134,-16,-1
COC(=O)c1cccc(NS(C)(=O)=O)c1C,101,0.6,-13,38,2,10,104,-2,2
NC(=O)c1ccccc1N/C=C1\CCCCC1=O,114,-1.1,-1,-22,-7,-13,103,0,6
CC1=C/C(=C\C=C(C#N)C#N)N(C)c2ccccc21,100,23*,7,15,-3,-24,94,-1,7
CCC1SC2=NC(C)=C(C(=O)OC)C(c3cccs3)N2C1=O (stereo not given),nt,-2.1,-1,2,nt,18,nt,-5,-12
CCN1CCCc2cc(CN(CCN3CCOCC3)C(=S)Nc3cccc(OC)c3)ccc21,99,-0.9,2,-20,2,-6,107,14,7
O=C(CCc1ccc(Oc2cc([N+](=O)[O-])cc([N+](=O)[O-])c2)cc1)N1CCCCCC1,97,1.6,-17,-6,-2,5,100,-5,4
CNC(=S)N1N=C(c2ccc(OC)cc2)CC1c1ccc(Cl)cc1Cl (stereo not given),107,-1.2,0,37,2,26,106,-6,-1
COc1ccc([N+](=O)[O-])cc1C(=O)NCCOc1ccc(Cl)cc1,101,3.0,48*,14,0,24,101,-9,-14
CCOC(=O)c1c(C)[nH]c(C)c1S(=O)(=O)NCCc1ccc(SC)cc1,101,0.4,-4,38,-7,8,99,-27,-1
O=C(N1CCCCC1)N1CCN(S(=O)(=O)c2cccc([N+](=O)[O-])c2)CC1,104,0.4,0,7,6,13,101,-12,-1
Cc1cccc(S(=O)(=O)Nc2nc3ccccc3nc2NCc2ccc3c(c2)OCO3)c1,108,0.8,-9,-9,30,11,122,-9,-1
CCn1c(SCC(=O)N2CCc3ccccc3C2)nc2sc(C)c(C)c2c1=O,102,-2.5,-7,3,16,24,112,-8,-5
COc1c(C=O)cc2c3c1CCCN3CCC2,109,-1.0,-2,14,3,17,114,-4,6
C=CCOc1ccc(CN(C)CC(=O)Nc2ccccc2[N+](=O)[O-])cc1,95,-1.8,-9,8,2,-18,109,3,8
CCN(CC)S(=O)(=O)c1ccc(Cl)c(NC(=O)COC(=O)c2cc(-c3ccccc3Cl)nc3ccccc23)c1,92,-1.5,-7,-9,-4,20,96,-2,-5
CC(C)(C)OC(=O)CNC(=O)c1nc[nH]c1C(=O)NCC(=O)OC(C)(C)C,105,2.9,nt,31,5,nt,97,nt,nt
Cc1cc(NS(=O)(=O)c2ccc(NC(=O)/C=C/c3ccc(C)o3)cc2)nc(C)n1,100,1.2,-12,1,-2,6,100,-13,-14
O=C(N/N=C/c1ccccn1)c1cccc([N+](=O)[O-])c1,99,-0.2,8,8,-2,-18,94,-2,13
CC(C)C[C@@H](CSc1ccccc1)N1CCN(CC(C)C)CCC1=O,101,-2.2,14,-13,6,18,103,-6,5
CNC(=O)C1CCCN1S(=O)(=O)c1ccc(OC)cc1 (stereo not given),108,0.7,-8,-4,10,-2,108,-1,1
COC(=O)COc1cccc(NC(=O)c2cc(OC)cc(OC)c2)c1,105,-1.3,-3,42,4,5,109,-12,1
CCCC(CCC(=O)Nc1cccc([N+](=O)[O-])c1)C(=O)O (stereo not given),96,-0.9,-9,24,2,-10,97,-3,1
CC(=O)/C(N=Nc1ccc(C(=O)O)cc1)=C(\C)O,93,0.1,-8,0,-10,43*,92,0,2
N#CC1=CN(Cc2ccccc2)C=C(/C=N/Nc2ccccc2)C1,92,1.0,-5,30,-9,-12,91,-7,4
CCOC(=O)c1cc(-c2ccccc2)sc1NC(=O)C(C)C,93,-2.6,-4,-41,-6,6,88,-2,-8
CC(C)/C(=N/Nc1ccccc1[N+](=O)[O-])c1ccccc1,101,-1.7,-8,23,-8,4,92,7,-4
COc1ccc(-n2c(N)c(C#N)c3ccc([N+](=O)[O-])cc3c2=O)cc1,94,-1.4,-10,-9,8,22,94,3,2
Nc1ccc(-n2nncc2-c2ccccc2)cc1,92,-0.2,-15,5,2,13,91,-3,-2
CCOC(=O)c1nn(-c2ccc(F)cc2)c(C)c1C(C)=O,100,-1.6,-4,1,1,3,102,-4,5
N#Cc1cc2ccccc2nc1SCC(=O)Nc1ccc(S(=O)(=O)N2CCCC2)cc1,101,6.6,11,19,5,-2,99,1,2
Cc1ccc(NNC(=O)c2cc(C)on2)c(C)c1,96,-1.1,-9,46,0,16,96,-6,16
Cc1nc2ccccc2c(=O)n1/N=C/c1ccccc1Cl,104,-1.6,-6,11,3,20,104,-13,4
O=C(CCOc1ccccc1)Nc1ccccc1,108,0.5,-17,28,10,15,104,-1,7
c1ccc(N=C(c2cccs2)N2CCOCC2)cc1,99,-1.5,5,-14,11,-35,97,2,-4
O=C(COC(=O)c1ccc(Cl)c(S(=O)(=O)NCc2ccccc2)c1)NCC1CCCO1 (stereo not given),95,-0.7,-7,36,-4,7,88,-12,2
CC1=Nn2c(nc(-c3ccccc3)c2-c2ccccc2)N(CC(N)=O)C(=O)C1,105,0.0,-3,-2,3,32,106,-12,-5
CC(C)Oc1ccc(C2CC(=O)N(c3ccccc3)C2=O)cc1 (stereo not given),104,2.2,-6,8,7,15,107,-5,-19
O=C(O)CN1C(=O)/C(=C\c2cc(Br)ccc2OCc2ccc(F)cc2)SC1=S,108,-1.5,-29,18,7,-1,109,19,4
Cn1cccc1/C=C1\SC(=O)N(c2ccccc2)C1=O,99,6.9,5,-37,16,15,107,0,-3
COc1ccc(C(=O)c2c(C)c3cc(C)ccc3n2CC(O)CN2CCOCC2)cc1 (stereo not given),109,-1.4,-1,-3,0,23,114,2,3
Cc1nc2ccc(NC(=O)c3ccc(Cl)c(S(=O)(=O)N(C)c4ccccc4)c3)cc2s1,98,-0.1,1,-12,-1,20,103,-5,-6
C/C(Cc1ccccc1)=N\NC(=O)CNC(=O)c1cccc(Br)c1,103,-0.1,4,10,0,35,102,-6,-3
CC(=O)c1c(C)n([O-])c2cc(F)c(F)cc2[n+]1=O,71*[inhibitor],1.2,-12,-23,-28,4,-12*,-4,3
O=C(NCC1OCCc2ccccc21)c1cc(COc2ccc(F)cc2Cl)on1 (stereo not given),101,-0.7,-14,28,5,-4,104,-9,5
CN(Cc1cnn(C)c1)C(=O)CC1C(=O)NCCN1Cc1cccc(Oc2ccccc2)c1 (stereo not given),88,-0.4,-11,22,-15,nt,91,-36,6
CN1CCN(c2nc(-c3ccc(C(C)(C)C)cc3)nc3ccccc23)CC1,107,1.0,-4,15,16,30,136,16,2
CCOc1ccc(OCc2ccc(C(=O)NC(C)(C)C)o2)cc1,106,nt,-10,34,9,17,106,-30,-5
COc1ccc(CNC(=O)COC(=O)c2cc(-c3ccco3)nc3ccccc23)cc1,nt,nt,-6,24,nt,-3,nt,-20,-12

Going on with the list:
structure,MEKK3 PB1 HTS,OXTR agonist,GPR7 antagonist,PHOSPHO1 inh,MEKK2 mut-MEK5,NALP1 inh,MEKK2 WT-MEK5,DNA FID counter,M18AAP inhibitor
Cc1cc(C)c2nc(NCCCNC(=S)NCCCN(C)C)c(C#N)cc2c1,97,2.7,7,-22,37,-9,164*,21,-1
O=C(CN1C(=O)CC(c2ccccc2)S(=O)(=O)c2ccccc21)N1CCCCC1 (stereo not given),94,-0.3,-2,-26,-6,13,94,-13,-1
Cc1cccc(NC(=O)C(=O)N/N=C/c2ccncc2)c1,101,0.4,5,-1,-1,11,101,-3,5
C/C(Cn1cnc([N+](=O)[O-])n1)=N\NC(=O)c1ccc(O)cc1O,96,-0.9,-8,33,-7,12,90,9,28
CCC(C)C1Nc2ccc(C(=O)NCCc3ccc(OC)c(OC)c3)cc2NC1=O (stereo not given),103,1.6,-17,31,-1,12,99,-30,4
Cc1c(C(=O)N2CCN(c3ccccn3)CC2)oc2c1C(=O)CC(C)(C)C2,102,1.7,-5,50,3,13,103,-36,0
O=C1OCCC1Sc1nnc(-c2ccco2)n1-c1ccccc1 (stereo not given),93,0.2,9,2,-16,13,82,-11,-17
CC1C(=O)Nc2ccccc2N1C(=O)c1cccc(C(F)(F)F)c1 (stereo not given),96,-1.8,1,-4,-2,20,99,-14,-3
CCOC(=O)c1c(N)n(C2CC(C)(C)NC(C)(C)C2)c2nc3ccccc3nc12,102,-0.1,0,15,3,0,106,21,-1
NS(=O)(=O)c1cccnc1Nc1cccc(Cl)c1Cl,97,3.7,5,-16,-7,nt,102,0,8
O=C1C2CCCN2C(c2cccc(Br)c2)N1c1ccc(F)cc1 (stereo not given),92,-2.5,-10,5,-9,34,93,-6,1
CC(=O)c1cccc(NC(=O)c2ccc3ccccc3c2)c1,106,0.8,-1,19,3,12,111,-22,6
Cc1ccc(S(=O)(=O)N2CCCCC2)cc1C(=O)NCc1ccccn1,100,1.4,-1,32,-2,22,97,-12,-16
CCOC(=O)N1CCN(CC(O)c2ccc3cc[nH]c3c2)CC1 (stereo not given),105,0.9,-13,0,9,-13,109,-3,-8
O=C(CSc1nc2cc(Cl)ccc2o1)c1cccs1,103,-1.7,11,1,4,0,101,-3,3
COc1ccccc1-n1c(SCc2cc(=O)oc3cc(O)ccc23)nc2ccccc2c1=O,98,3.8,2,2,-3,32,93,-21,12
COCCNCC(=O)NCC12CC3CC(CC(C3)C1)C2,102,1.5,3,-7,8,8,107,-1,7
CCC(C)(C)NC(=O)C(c1ccccc1Cl)N(C(=O)CCC(=O)Nc1cc(C)on1)c1ccc(NC(C)=O)cc1 (stereo not given),100,0.0,-7,12,4,11,101,-40,-5
COc1ccccc1NC1=CC(=O)CC(c2ccccc2)C1 (stereo not given),102,-0.7,6,-4,-2,21,101,-18,-1
COc1ccc(-c2nc3n(n2)C(=O)CC(c2ccco2)S3)cc1 (stereo not given),89,-0.3,-8,-2,-6,2,94,-12,-1
CC(=O)OCC1(C)CN(c2ccccc2)N(C(C)=O)C1=O (stereo not given),102,1.8,-15,-23,-2,-2,99,4,5
O=C(O)CC(C(=O)O)N1C(=O)/C(=C/c2ccc(-c3nc4ccccc4s3)o2)SC1=S (stereo not given),nt,0.8,0,11,nt,25,nt,2,14

Grouped by structure: the entries above containing a CF3 group.
structure,MEKK3 PB1 HTS,OXTR agonist,GPR7 antagonist,PHOSPHO1 inh,MEKK2 mut-MEK5,NALP1 inh,MEKK2 WT-MEK5,DNA FID counter,M18AAP inhibitor
COc1ccc(C(=O)C2C(c3ccc(-c4ccccc4[N+](=O)[O-])o3)NC(=O)NC2(O)C(F)(F)F)cc1 (stereo not given),103,2.9,-3,-1,19,16,134,-16,-1
CC1C(=O)Nc2ccccc2N1C(=O)c1cccc(C(F)(F)F)c1 (stereo not given),96,-1.8,1,-4,-2,20,99,-14,-3
